High-throughput results (PubChem)
HSF-1 act = increases HSF-1 driven luciferase reporter signal. activation, % at 9 µM. NIH3T3-HGL HSF-1 luciferase reporter, MG132, 8 h; 100% = twice DMSO control signal. hit rate 1.7% among 300,000. AID 504408;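 active = mean replicate activation of at least 50% with a set share of replicates each reaching 50%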;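 note: 0% = median of the neutral control wells and 100% = twice that signal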
Platelet DG rel = platelet dense granule release activity; human platelet-rich plasma, SFLLRN dense granule ATP release, luminescence; inhibition, %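 (compounds screened at 7.5 µM in platelet-rich plasma)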; hit rate 0.22% among 300,000; AID 1663;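 active = mean replicate score, as percent of positive control, at or above 50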
Dyrk1A ADPGlo = blocks rat Dyrk1A kinase activity. hit rate 0.43% among 310,000. AID 504441. Q63470. inhibition, % at 12.5 µM. ADP-Glo luminescence, NFATc1 peptide; in the data active = inhibition above about 50%;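 note: plate controls were vehicle with enzyme for no effect and no enzyme for full effect; many of its hits are not listed in these tables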
GSK3beta inhib = blocks human GSK3beta kinase activity; P49841; GST-GSK3beta kinase, ADP-Glo luminescence, 60 min; active compounds read low; activity score (negative = inhibition), % at 10 µM; hit rate 0.038% among 300,000; AID 2097;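 active = more than half of replicate wells score below -50%, meaning over 50% inhibition versus plate controls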;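 note: 0% = median DMSO wells and -100% = median GW8510 positive control wells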
Target sequence (P49841 whole entry, looked up): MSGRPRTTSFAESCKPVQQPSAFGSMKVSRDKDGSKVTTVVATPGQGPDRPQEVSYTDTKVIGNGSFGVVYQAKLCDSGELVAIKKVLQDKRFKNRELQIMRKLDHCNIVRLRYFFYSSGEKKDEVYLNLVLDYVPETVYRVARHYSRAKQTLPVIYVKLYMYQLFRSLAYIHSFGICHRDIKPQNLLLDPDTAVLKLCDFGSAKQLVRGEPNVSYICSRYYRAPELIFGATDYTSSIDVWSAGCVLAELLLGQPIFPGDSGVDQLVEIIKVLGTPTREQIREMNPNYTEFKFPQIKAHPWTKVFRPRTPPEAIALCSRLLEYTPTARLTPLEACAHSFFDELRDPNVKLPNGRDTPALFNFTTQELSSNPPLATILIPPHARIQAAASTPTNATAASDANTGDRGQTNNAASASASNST
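Test system – GST-tagged human GSK3beta kinase, cell-free · Incubation – 60 min enzyme reaction, room temperature · Signal – ADP-Glo luminescence · Also added – peptide substrate and ATP at 25 µM · Controls – DMSO neutral wells and GW8510 at 20 µM as positive · Buffer or medium – Tris/MgCl2 kinase buffer · Measure – Luminescence-derived activity versus plate DMSO and GW8510 wells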
KLF5 inhibitor = inhibitors of KLF5 expression; DLD-1 KLF5 promoter-luciferase reporter, luminescence; inhibition, % at 5 µM; AID 1700; hit rate 0.23% among 290,000;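 active = inhibition above a per-plate limit of that plate's mean compound inhibition plus 3 SD, cut at about 60% in these data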;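 note: 0% = DMSO wells and 100% = LY294002 at 200 µM; higher means less KLF5 promoter-driven luciferase light; inactives centre near -14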
HSF1 inhib = HSF1 inhibition; NIH3T3-HGL HSE-luciferase, MG132-induced, luminescence 8 h; active compounds read low; hit rate 0.77% among 300,000; activity change, negative = inhibition, % at 7.5 µM (by protocol); AID 2098;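 active = more than half of replicate wells show activity change below -50%, luminescence cut by over half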;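 note: luciferase reports HSF-1 transcriptional activity via heat shock element; 0% = median of DMSO wells and -100% = zero luminescence signal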
GSK3A inh = blocks human GSK-3 alpha kinase; ADP-Glo luminescence, 60 min; inhibition, % at 10 µM; hit rate 0.1% among 320,000;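 in the data active = inhibition above about 50%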;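 note: GST-tagged GSK-3 alpha with peptide substrate and 25 µM ATP; 0% = DMSO neutral wells and 100% = GW8510 positive control wells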
Target sequence (P49840 whole entry, looked up): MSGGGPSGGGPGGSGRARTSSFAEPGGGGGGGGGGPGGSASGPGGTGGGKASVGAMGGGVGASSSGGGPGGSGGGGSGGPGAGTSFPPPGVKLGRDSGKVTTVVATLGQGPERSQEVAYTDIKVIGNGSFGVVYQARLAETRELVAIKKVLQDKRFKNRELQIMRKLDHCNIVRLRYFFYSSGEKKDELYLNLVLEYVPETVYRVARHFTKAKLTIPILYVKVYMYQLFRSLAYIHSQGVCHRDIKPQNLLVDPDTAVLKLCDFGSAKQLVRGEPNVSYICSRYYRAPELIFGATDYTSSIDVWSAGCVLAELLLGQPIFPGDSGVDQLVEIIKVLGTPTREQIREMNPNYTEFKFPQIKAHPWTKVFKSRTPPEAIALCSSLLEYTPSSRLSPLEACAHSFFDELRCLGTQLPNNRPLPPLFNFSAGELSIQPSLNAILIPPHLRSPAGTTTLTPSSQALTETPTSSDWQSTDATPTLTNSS
HSP90 refold inh = inhibitors of HSP90 luciferase refolding in rabbit reticulocyte lysate; hit rate 0.91% among 290,000; luciferase refolding luminescence, 3 h; inhibition, % at 5.6 µM;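 active = inhibition above the screen-wide mean plus 3 SD, computed separately per campaign, cut at about 16% in these data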;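 note: 0% = DMSO wells and 100% = 60 µM geldanamycin wells; inhibitors lower the luminescence because luciferase stays unfolded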
aSyn UTR inh = 5' untranslated region of α-synuclein, MLPCN primary screen. hit rate 0.82% among 300,000. inhibition, % (tested at 7.5 µM). alpha-synuclein 5'UTR reporter, inhibitor activity. AID 1813; in the data active = inhibition above about 60%;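 note: H4 neuroglioblastoma cells stably carrying SNCA 5'UTR luciferase fusion; 0% = DMSO wells and 100% = positive control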
IEC-6 tox = kills IEC-6 intestinal cells in KLF5 counter-screen; IEC-6 cytotoxicity, luminescence viability; AID 1825; hit rate 0.78% among 290,000; inhibition, % at 5 µM; in the data active = inhibition above about 22%;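 note: 0% = plate median of test compound wells and 100% = cytotoxic reference compound wells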
* hit, by the source's call; nt = no result given. This is a subset (hit frequency here may not be typical).

SMILES | HSF-1 act | Platelet DG rel | Dyrk1A ADPGlo | GSK3beta inhib | KLF5 inhibitor | HSF1 inhib | GSK3A inh | HSP90 refold inh | aSyn UTR inh | IEC-6 tox
CCOc1ccccc1N(C)C(=O)c1nn(-c2ccc(OC)cc2OC)c(=O)c2ccccc12 | 8 | 5 | -2 | 1 | 11 | 10 | 0 | 4 | -11 | -2
Cc1ccc(Sc2ccc(/C=N/O)cc2[N+](=O)[O-])cc1 | -14 | -2 | 4 | -1 | -18 | -7 | 0 | -4 | 8 | 6
Cc1onc(-c2c(F)cccc2Cl)c1C(=O)OCC(=O)NC(=O)NCC(C)C | 17 | -1 | 4 | -1 | 6 | 9 | 0 | -1 | -9 | 5
CNC(=O)NC(=O)C(C)OC(=O)c1oc2ccccc2c1CSc1ccc(Cl)cc1 (centres undefined) | 43 | -3 | 2 | -4 | -37 | 4 | -6 | -4 | 11 | -5
O=C(O)[C@@H]1CCCN1C(=O)c1ccco1 | 11 | -49 | -3 | 2 | 2 | -7 | -1 | 4 | -18 | -2
COC(=O)c1cccnc1N1CCN(c2ccccc2F)CC1 | -3 | 12 | 4 | nt | 6 | 0 | 2 | 0 | 43 | -6
Cc1ccc(CN2CCN(/N=C\C=C\c3ccccc3)CC2)cc1 | -2 | 3 | -1 | -1 | -2 | -3 | 0 | -3 | -6 | -6
Cn1c(CNC(=O)Cc2ccc3c(c2)OCO3)nnc1SCc1ccccc1 | -10 | nt | 4 | 1 | -28 | -2 | 1 | -2 | 24 | -2
CCCCC(NC(=O)CCc1c(C)c2cc3c4c(oc3c(C)c2oc1=O)CCCC4)C(=O)O (centres undefined) | -14 | -6 | -4 | -5 | 0 | -10 | -2 | 0 | 16 | -3
COc1ccc(/C=C/C(=O)N[C@@H](C)C(=O)O)cc1 | -6 | 12 | 2 | -3 | -25 | -4 | 0 | -5 | 9 | -1

Of the compounds above, these contain a Cl atom.
SMILES | HSF-1 act | Platelet DG rel | Dyrk1A ADPGlo | GSK3beta inhib | KLF5 inhibitor | HSF1 inhib | GSK3A inh | HSP90 refold inh | aSyn UTR inh | IEC-6 tox
Cc1onc(-c2c(F)cccc2Cl)c1C(=O)OCC(=O)NC(=O)NCC(C)C | 17 | -1 | 4 | -1 | 6 | 9 | 0 | -1 | -9 | 5
CNC(=O)NC(=O)C(C)OC(=O)c1oc2ccccc2c1CSc1ccc(Cl)cc1 (centres undefined) | 43 | -3 | 2 | -4 | -37 | 4 | -6 | -4 | 11 | -5

(cont.)
SMILES | HSF-1 act | Platelet DG rel | Dyrk1A ADPGlo | GSK3beta inhib | KLF5 inhibitor | HSF1 inhib | GSK3A inh | HSP90 refold inh | aSyn UTR inh | IEC-6 tox
COc1ccc(-c2nnc(NC(=O)c3ccc4c(c3)OCCO4)o2)cc1 | -21 | -18 | 4 | 3 | 9 | -18 | -2 | 4 | 105* | 6
Cc1nn(Cc2ccccc2)c2ncccc12 | -5 | -10 | 2 | -5 | 6 | -1 | 0 | -6 | 21 | -1
COc1cccc(C(=O)NCCCNC(=O)c2cccc(OC)c2)c1 | 0 | -9 | 5 | -2 | -37 | -13 | nt | -3 | 17 | 0
O=C(O)CCS(=O)(=O)c1cc(Br)cc2c1N(C(=O)C1CC1)CC2 | 3 | -2 | nt | 2 | -27 | -3 | -1 | -3 | -3 | 0
CCC1CCCCN1C(=O)c1ccc(OC2CCN(C(=O)CCOC)CC2)cc1 (centres undefined) | 12 | -8 | -4 | nt | -28 | 9 | -4 | 1 | -82 | 1
O=C(N/N=C/c1c(O)ccc2ccccc12)c1cccc(C(F)(F)F)c1 | 0 | 11 | 1 | -1 | 18 | 2 | 3 | 3 | 111* | 10
CCn1c(CNc2cccc(C(F)(F)F)c2)n[nH]c1=S | nt | 0 | -3 | 2 | -5 | nt | 0 | -4 | 19 | 0
CCCn1c(=O)[nH]c(=O)c2c1nc(-c1ccc(C#N)cc1)n2CCOC | -7 | 19 | 1 | 1 | -17 | 3 | 4 | -1 | 18 | 10
Cc1cccc(-c2nc(=S)c3c(o2)CCCC3)c1 | 7 | 5 | 2 | 3 | -177 | 6 | nt | -1 | -133 | -4
Cc1nnc(SCC(=O)N2c3ccccc3C(C)(c3ccccc3)CC2(C)C)s1 (centres undefined) | 32 | 6 | -6 | 1 | -6 | -4 | -6 | 4 | 15 | -8
COC(C(=O)NC1CC1)c1ccccc1 (centres undefined) | 9 | -3 | -5 | -1 | 12 | -8 | 0 | 0 | -1 | -1
Cc1ccc(-n2cc(-c3ccccc3)c3c(N4CCN(C)CC4)ncnc32)cc1 | -22 | -1 | nt | 1 | -40 | -7 | -8 | 0 | -21 | -5
Nc1nnc(-c2cccc([N+](=O)[O-])c2)o1 | 3 | -4 | 19 | -2 | 4 | -1 | 0 | 10 | 15 | 10
Cc1cccc(C)c1OCC(=O)Nn1c(COc2ccccc2)nc2ccccc2c1=O | 4 | 0 | -2 | 3 | -22 | 3 | 0 | 3 | -17 | 3
CN(C)C(=O)/C(=C\c1ccncc1)NC(=O)c1ccccc1 | -1 | 4 | 5 | 0 | -21 | -7 | -1 | -3 | -6 | -6
CC(C)NC(=O)CC1C(=O)NCCN1CC(c1ccccc1)c1ccccc1 (centres undefined) | -4 | -1 | -7 | 1 | 0 | -4 | -2 | 1 | -38 | 5
CCC(=O)c1cc2c(C)cc(=O)oc2c(C)c1OC | -21 | -3 | 10 | -1 | -21 | -7 | 6 | 2 | 19 | 1
Cc1ccc(NC(=O)CSc2sc3c(O)cc(=O)[nH]c3c2C#N)c(F)c1 | 19 | 1 | 7 | 1 | -29 | 3 | -2 | 2 | 7 | -2
C/C(=N\OCC(=O)OCC(=O)N(Cc1ccccc1)C(C)(C)C)c1ccc2c(c1)OCO2 | 9 | -12 | 5 | 1 | nt | 2 | 0 | nt | -10 | nt
N#C/C(=C\c1ccc(OCCN2CCOCC2)cc1)C(=O)Nc1ccccc1 | -30 | 7 | -1 | 1 | -31 | -14 | -2 | -5 | 3 | -5

Ordered by value in aSyn UTR inh (low to high): 3 from the list above
SMILES	aSyn UTR inh
Nc1nnc(-c2cccc([N+](=O)[O-])c2)o1	15
Cc1nn(Cc2ccccc2)c2ncccc12	21
O=C(N/N=C/c1c(O)ccc2ccccc12)c1cccc(C(F)(F)F)c1	111*

Entries of single compounds as entered above:
Results for C/C(=N\OCC(=O)OCC(=O)N(Cc1ccccc1)C(C)(C)C)c1ccc2c(c1)OCO2 : HSF-1 act = 9; Platelet DG rel = -12; Dyrk1A ADPGlo = 5; GSK3beta inhib = 1; KLF5 inhibitor = nt; HSF1 inhib = 2; GSK3A inh = 0; HSP90 refold inh = nt; aSyn UTR inh = -10; IEC-6 tox = nt
Results for N#C/C(=C\c1ccc(OCCN2CCOCC2)cc1)C(=O)Nc1ccccc1 : HSF-1 act = -30; Platelet DG rel = 7; Dyrk1A ADPGlo = -1; GSK3beta inhib = 1; KLF5 inhibitor = -31; HSF1 inhib = -14; GSK3A inh = -2; HSP90 refold inh = -5; aSyn UTR inh = 3; IEC-6 tox = -5
Results for CCC(=O)c1cc2c(C)cc(=O)oc2c(C)c1OC : HSF-1 act = -21; Platelet DG rel = -3; Dyrk1A ADPGlo = 10; GSK3beta inhib = -1; KLF5 inhibitor = -21; HSF1 inhib = -7; GSK3A inh = 6; HSP90 refold inh = 2; aSyn UTR inh = 19; IEC-6 tox = 1

(continued)
SMILES | HSF-1 act | Platelet DG rel | Dyrk1A ADPGlo | GSK3beta inhib | KLF5 inhibitor | HSF1 inhib | GSK3A inh | HSP90 refold inh | aSyn UTR inh | IEC-6 tox
O=C(CCCn1c(=S)[nH]c2cc3c(cc2c1=O)OCO3)N1CCN(c2ncccn2)CC1 | -6 | -1 | 2 | 1 | 5 | -6 | 3 | 1 | 31 | -3
Fc1ccc(CNC(=S)NC2CCCC2)cc1 | -28 | -1 | 5 | -1 | 1 | -4 | -1 | -2 | 13 | -1
CN(CCCNC(=O)c1cc2c(Cl)nc3ccccc3c2s1)Cc1ccccc1 | -10 | -7 | -25 | -1 | -29 | 7 | -1 | -1 | 3 | 4
O=C(COc1ccc2c3c(c(=O)oc2c1)CCC3)NCc1ccccn1 | -12 | 4 | 7 | -2 | -5 | 0 | -2 | -1 | 12 | 0
CC(C)CCOc1ccc(/C=N/N2C(=O)CSC2=S)cc1 | -12 | -3 | -7 | 1 | 1 | -19 | 0 | 3 | -8 | -2
CCOC(=O)C1CCN(S(=O)(=O)c2c(C)[nH]c(=O)[nH]c2=O)CC1 | -10 | 0 | -2 | 4 | -12 | 2 | nt | 5 | 13 | 4
Cc1ccc(NC(=O)C/C(N)=N/O)cc1C | -6 | -7 | 1 | 0 | -3 | -1 | 5 | 0 | -13 | 6
COc1ccc(C(=O)c2ccccc2)c2c(O)ccc(C(=O)c3ccccc3)c12 | 1 | -3 | -5 | -2 | -1 | 3 | nt | 7 | 3 | 7
C=CCOCC(O)CS(=O)(=O)Cc1ccc(Cl)cc1 (centres undefined) | -4 | 15 | -4 | 3 | -14 | -3 | -1 | 4 | 5 | -2
COC(=O)c1ccc(N2CCN(C)CC2)c(NC(=O)c2cccnc2)c1 | -13 | 13 | -1 | 1 | -8 | -3 | -1 | 0 | 25 | -6
Cc1ccccc1-c1nc(CS(=O)(=O)CC(=O)NCCN2CCCC2)c(C)o1 | -8 | 0 | 8 | 0 | 8 | -2 | -1 | 1 | 17 | 4
Cn1c(=O)c2c(-c3ccccc3)n(-c3ccccc3O)cc2n(C)c1=O | 9 | -24 | 5 | -3 | 13 | 6 | -4 | 2 | 7 | 2
Cc1ccc(N2C(=O)CS/C2=C(\C(Cl)=C(Cl)Cl)[N+](=O)[O-])cc1 | -18 | 2 | -1 | 2 | -33 | -5 | -1 | 6 | -21 | -1
CSc1ccccc1C(=O)NC1CCSc2ccccc21 (centres undefined) | 1 | -5 | 8 | nt | 14 | -2 | -1 | 6 | -4 | -1
COc1ccccc1C(=O)NC(=S)Nc1ccccc1N1CCCCC1 | -60 | 5 | -9 | 0 | -36 | -54* | 4 | 11 | 11 | 0
COc1cccc(C(=O)C2CCCN(C(=O)CCC3=NNC(=O)CC3)C2)c1 (centres undefined) | 45 | -8 | 1 | 3 | -63 | 6 | -1 | -1 | 1 | -4
CCC(=O)NCCCOc1ccccc1 | 25 | -6 | 26 | -6 | 12 | -6 | -2 | 0 | -10 | -3
COc1ccccc1C(=O)NNC(=O)C1CCN(C(=O)OC(C)(C)C)CC1 | 2 | 15 | -1 | 1 | -14 | 7 | -2 | 4 | 15 | 3
COc1ccc(C(=O)Nc2c(N)nc(SCC(=O)Nc3ccc(NC(C)=O)cc3)[nH]c2=O)cc1 | -3 | -30 | nt | -1 | -17 | -2 | 7 | 3 | -15 | -2
Clc1ccc(Cn2ncc3c(N4CCCCC4)ncnc32)cc1 | 14 | -19 | nt | -3 | 16 | 5 | -2 | 5 | 2 | 2
CCCC(=O)Nc1c(-c2cccs2)c(=O)c2ccccc2n1C | -2 | 3 | -4 | -1 | 12 | -1 | -2 | -2 | 8 | 7
CC(C)Oc1ccc(C2CC(=O)N(c3cccc(Br)c3)C2=O)cc1 (centres undefined) | 14 | -1 | nt | 1 | 14 | 6 | 2 | 2 | 4 | 8
